High-throughput results from PubChem.
hcGAS inh: Primary biochemical luminescence assay for human cyclic GMP-AMP synthase inhibitors; Q8N884; recombinant h-cGAS, ATP depletion, Kinase-Glo luminescence; inhibition, % at 12.5 µM; 290,000 compounds, 0.081% hits; AID 1259398, 2018;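 note: 0% = vehicle reaction and 100% = reaction without DNA for no activity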
Target sequence (Q8N884 whole entry, looked up): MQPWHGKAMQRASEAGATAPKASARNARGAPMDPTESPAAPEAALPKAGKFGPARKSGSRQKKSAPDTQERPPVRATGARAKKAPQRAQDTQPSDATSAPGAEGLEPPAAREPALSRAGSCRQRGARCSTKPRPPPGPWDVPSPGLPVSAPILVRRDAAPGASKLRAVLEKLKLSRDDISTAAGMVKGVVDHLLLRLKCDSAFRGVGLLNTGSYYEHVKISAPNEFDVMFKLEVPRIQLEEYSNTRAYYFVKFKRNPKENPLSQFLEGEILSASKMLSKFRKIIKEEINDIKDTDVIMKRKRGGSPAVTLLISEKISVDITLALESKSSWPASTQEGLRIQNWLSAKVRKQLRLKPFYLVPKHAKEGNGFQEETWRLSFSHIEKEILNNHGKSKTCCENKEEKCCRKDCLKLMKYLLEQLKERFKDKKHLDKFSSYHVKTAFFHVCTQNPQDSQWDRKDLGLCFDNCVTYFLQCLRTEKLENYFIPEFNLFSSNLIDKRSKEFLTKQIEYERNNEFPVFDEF
mcGAS inh: cyclic GMP-AMP synthase inhibitors, mouse, primary biochemical chemiluminescence | AID 1259399, 2018 | Q8C6L5 | recombinant cGAS, Kinase-Glo ATP depletion luminescence | 160,000 compounds, 0.15% hits | inhibition, % at 12.5 µM;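 note: 0% = negative control wells and 100% = reference inhibitor with no enzyme activity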
NPYLR7 agonist: agonists of mosquito NPYLR7 receptor, primary screen, cell-based, Aedes aegypti, calcium fluorescence, mosquito biting behavior | HEK293T NPYLR7/Galpha15, GCaMP6s calcium fluorescence | activation, % at 10 µM | 270,000 compounds, 0.15% hits | AID 1259423, 2018; in the data active = activation above about 40%;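 note: 0% = vehicle and 100% = reference agonist at the receptor; some compounds past the cut are filed as inactive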
* hit, by the source's call; . = no result given; & = joins results of further samples. Cut-off read from the data, not from the text of the source, unless noted: active = inhibition above about 40%; inactive = the rest.

SMILES | hcGAS inh | mcGAS inh | NPYLR7 agonist
COc1c(C)cnc(CNC(=O)c2c(F)cccc2F)c1C | -2 | . | 1
COc1cccc(CN(C)C(=O)c2cc3ccccc3o2)c1OC | 2 | . | 3
COc1cc(OC)c(C(=O)CCC(=O)O)cc1OC | -1 | -4 | -3
O=C1OC(c2ccc(Cl)cc2)=N/C1=C\C=C\c1ccccc1 | -2 | -4 | -2
C=Cc1ccc(Cn2ccn3nc(-c4ccc(CC)cc4)cc3c2=O)cc1 | 1 | -5 | 2
CCOC(=O)C(=O)Nc1cccc(-c2cccc(-c3ccccc3OC)n2)c1 | -8 | -6 | 4
CCc1nc2c(OCc3ccc(S(C)(=O)=O)cc3)cccn2c1N(C)C(=O)c1ccc(OC)cc1 | -5 | -3 | 12
CC(C)(O)C#Cc1cccc(C(=O)N2CCc3c(c(C(=O)N4CCCC4)nn3Cc3ccccc3)C2)c1 | -29 | -9 | 19
CC(=O)N1CCN(CC(=O)N2N=C(c3cc(C)ccc3C)CC2c2ccc(C)cc2)CC1 (centres undefined) | 7 | 2 | -12
COc1ccccc1C(=O)N1CCN(C(C(=O)NC2CCCc3ccccc32)C2CCCC2)CC1 (centres undefined) | -3 | -5 | -7
CN(CC1CCN(CCc2ccc(F)cc2)CC1)C(=O)CC1=CCCCC1 | -5 | . | 4
CCn1c(N2CCN(CCc3ccccc3)CC2)nc2c1c(=O)[nH]c(=O)n2C | 7 | . | -1
Cc1cccc(NC(=O)CCC2CCN(C(=O)c3ccc4ncccc4c3)CC2)c1 | -7&-9 | -12 | 7&8
Cc1cccc(N2CCN(C(C)C(=O)Nc3cc(C)on3)CC2)c1 (centres undefined) | -4&-4 | -5 | 2&9
Cc1cc(C(=O)Nc2nnc(-c3ccno3)o2)nn1C | -5 | -2 | 2
Cc1cccnc1CN1CCN(Cc2nc(C(c3ccccc3)c3ccccc3)no2)CC1 | -6 | . | 5
C=C(C)CSc1nc2c(c(=O)[nH]c(=O)n2C)n1CCC(C)C | -9 | . | 13
N#CC1C(=N)Oc2cc(O)ccc2C1c1cccs1 (centres undefined) | -4 | -1 | 11
Cc1cc(C=NN2CCOCC2)c(C)n1-c1ccc(I)cc1 | -9 | -5 | 3
Cn1c(C(=O)NCC2(O)CCCNCC2)cc2cccc(Cl)c21 (centres undefined) | -6 | -9 | 5
O=c1sc(N2CCN(c3ccc(Cl)cc3)CC2)nc2ccsc12 | -2 | . | -3
Cc1ccccc1CC(=O)Nc1ccc(N2CCN(C)CC2)cn1 | -3 | . | 3
Clc1ccccc1-c1nc(-c2ccncc2)no1 | 1 | 3 | -7
CN(C)c1ccc(C2=NN(c3ccccc3)C(c3ccccc3)C2)cc1 (centres undefined) | -3 | . | -1
CCCCCOc1ccc(C(=O)Nc2cccc(SC)c2)cc1OCCCCC | -7 | -2 | -9
COCCn1cc(C(=O)N2CCCC(n3cccn3)C2)ccc1=O (centres undefined) | -14 | . | 4
COc1ccc(C(=O)N2C(C(=O)NCc3ccco3)COC23CCN(C(=O)Cc2cccs2)CC3)cc1 (centres undefined) | -4 | -5 | -2
CCN(CC)c1ccc(NC(=O)c2nc3nc(C)cc(C(F)F)n3n2)cc1 | -10 | . | 19
CCCCN1C(O)c2ccccc2S1(=O)=O (centres undefined) | -3 | . | 10
Cc1cc(C)c2c(-c3ccccc3)nc(SC(C)C(N)=O)n2n1 (centres undefined) | -3 | . | 4
CCCc1cc(CN(C)C(=O)CC2(c3ccccc3F)CC(=O)N(CCOC)C2=O)[nH]n1 (centres undefined) | -10 | -10 | 17
CN(C)c1ccc(N)cc1CN(CC1CC1)S(C)(=O)=O | -5 | . | -3
CC1C(=O)N(c2cccc(Br)c2)CCN1Cc1ccccc1 (centres undefined) | -4 | . | -1
COc1cccc(-c2cc(C(=O)O)cc(S(=O)(=O)N3CCOCC3)c2)c1F | -4 | . | -2
CCN1CCN(C(=O)c2ccccc2N2CCC(NC(=O)c3ccc(OC)cc3)CC2)CC1 | 1 | . | 0
O=C(N/N=C\c1coc2ccccc2c1=O)c1cccc(Cl)c1 | 4 | 4 | 6
O=C(NCc1cccc(Cl)c1)c1ccc(-n2cncn2)c2ccoc12 | -6 | -7 | 3
Cn1cc(C(=O)N2CCN(CC(=O)N3CCOCC3)CC2)c2nn(-c3ccccc3)c(=O)c-2c1 | -2 | -3 | -4
N#Cc1ccc(NC(=O)CNc2ccc(Cl)cc2)cc1 | -3 | . | 4
COCc1nn2c(nnc3c(=O)n(NC(C)=O)ccc32)c1-c1ccc(F)cc1 | -9 | . | 2

Copied from the entries so far, 19 compounds:
SMILES | hcGAS inh | mcGAS inh | NPYLR7 agonist
Cc1cc(C=NN2CCOCC2)c(C)n1-c1ccc(I)cc1 | -9 | -5 | 3
Cn1c(C(=O)NCC2(O)CCCNCC2)cc2cccc(Cl)c21 (centres undefined) | -6 | -9 | 5
O=c1sc(N2CCN(c3ccc(Cl)cc3)CC2)nc2ccsc12 | -2 | . | -3
Cc1ccccc1CC(=O)Nc1ccc(N2CCN(C)CC2)cn1 | -3 | . | 3
Clc1ccccc1-c1nc(-c2ccncc2)no1 | 1 | 3 | -7
CN(C)c1ccc(C2=NN(c3ccccc3)C(c3ccccc3)C2)cc1 (centres undefined) | -3 | . | -1
CCCCCOc1ccc(C(=O)Nc2cccc(SC)c2)cc1OCCCCC | -7 | -2 | -9
COCCn1cc(C(=O)N2CCCC(n3cccn3)C2)ccc1=O (centres undefined) | -14 | . | 4
COc1ccc(C(=O)N2C(C(=O)NCc3ccco3)COC23CCN(C(=O)Cc2cccs2)CC3)cc1 (centres undefined) | -4 | -5 | -2
CCN(CC)c1ccc(NC(=O)c2nc3nc(C)cc(C(F)F)n3n2)cc1 | -10 | . | 19
CCCCN1C(O)c2ccccc2S1(=O)=O (centres undefined) | -3 | . | 10
Cc1cc(C)c2c(-c3ccccc3)nc(SC(C)C(N)=O)n2n1 (centres undefined) | -3 | . | 4
CCCc1cc(CN(C)C(=O)CC2(c3ccccc3F)CC(=O)N(CCOC)C2=O)[nH]n1 (centres undefined) | -10 | -10 | 17
CN(C)c1ccc(N)cc1CN(CC1CC1)S(C)(=O)=O | -5 | . | -3
CC1C(=O)N(c2cccc(Br)c2)CCN1Cc1ccccc1 (centres undefined) | -4 | . | -1
COc1cccc(-c2cc(C(=O)O)cc(S(=O)(=O)N3CCOCC3)c2)c1F | -4 | . | -2
CCN1CCN(C(=O)c2ccccc2N2CCC(NC(=O)c3ccc(OC)cc3)CC2)CC1 | 1 | . | 0
O=C(N/N=C\c1coc2ccccc2c1=O)c1cccc(Cl)c1 | 4 | 4 | 6
O=C(NCc1cccc(Cl)c1)c1ccc(-n2cncn2)c2ccoc12 | -6 | -7 | 3

Following part.
SMILES | hcGAS inh | mcGAS inh | NPYLR7 agonist
O=C(/C=C/c1ccccc1F)N1CCC(Cn2cc(CO)nn2)CC1 | -9 | -9 | -2
O=C(NCc1cccs1)c1cccnc1Oc1ccc(Cl)cc1 | -6 | . | -8
CSc1ncccc1C(=O)N1C2CCC(O)(CC2)C1CO (centres undefined) | -4 | -8 | 29
CC(C)(C)c1cc(NC(=O)c2ccc(OC(F)(F)F)cc2)n(-c2cccc(F)c2)n1 | -4 | -8 | 21
C=CCSc1nc2c(c(=O)[nH]1)C(c1sccc1C)C(C(=O)OCC)=C(C)N2 (centres undefined) | -6 | -6 | 3
COc1ccccc1-c1c(C)nn2c(N3CCN(c4cccc(C)n4)CC3)cc(C)nc12 | -6 | -9 | 4
COc1ccc(N2CCN(C(=O)C3CCCCC3C(=O)NC(c3ccccc3)c3ccccc3)CC2)cc1 (centres undefined) | -10 | . | -7
O=C(c1ccc(Br)cc1)N1CCCC(OCc2cc(F)ccc2F)C1 (centres undefined) | -5 | . | -4
Cn1c(-c2ccccc2O)[n+](C)c2ccccc21 | -4 | -6 | -1
CCS(=O)(=O)Oc1ccc(CN(C(=O)Nc2ccc(OC)cc2OC)C(C)C)cc1 | -16 | -5 | -8
CC(NC(=O)c1cscn1)C1CN(Cc2ccccc2)CCO1 (centres undefined) | -8 | . | 1
COc1ccc(-c2nnc3ccc(OCCNS(=O)(=O)c4cccnc4)nn23)cc1 | -8 | -9 | 14
CCN(CC#N)C(=O)CC(C)c1cccc(OC)c1 (centres undefined) | -10 | . | 10
NC(=O)[C@@H]1C[C@@H](O)[C@H](O)[C@H]2[C@@H]1N(c1ccc(Cl)cc1)C(=S)N2CC1CCCCC1 | 2 | -1 | -9
CC(=O)c1ccc(C(=O)NC(c2ccncc2)c2ccccc2C)s1 (centres undefined) | 7 | . | -2
Cc1ccc(C2C(C(=O)c3ccco3)=C(O)C(=O)N2CCCN(C)C)o1 (centres undefined) | -12 | . | 13
CCOC(=O)c1sc(-c2ccccc2)cc1NC(=O)Cn1c(C)csc1=O | -3 | . | 9
Cc1ccc(Cc2nsc(N3CCC(C(=O)N4CCC(n5c(=O)[nH]c6ccccc65)CC4)CC3)n2)cc1 | -13 | -6 | 10
CC(C)C1CC(=O)NCCN1Cc1ccc(OCCCN(C)C)cc1 (centres undefined) | -8 | . | 10
CCOc1ccc(/C=C2/NC(=S)NC2=O)cc1OC | 0 | -4 | -1
O=C(CC1NC(=O)c2ccccc21)NCc1nc(C2CCCCC2)no1 (centres undefined) | -1 | -9 | 8
COc1cccc(Cc2nsc(N3CCC(CNC(=O)C(Cl)Cl)CC3)n2)c1 | -7 | -6 | 26
Cc1ccc(-c2nnc(CCC(=O)NCCc3nc4ccccc4n3C)o2)s1 | 5 | -2 | -1
Cc1cc(-c2nn3c(CN(C)Cc4ccccc4)nnc3s2)no1 | 4 | . | 2
Cc1ccccc1C1=NOC(CN(Cc2ccc(F)cc2F)CC(O)Cc2ccccc2)C1 (centres undefined) | -6 | -6 | -3
CC(C)C(=O)N1CCC(Cn2ccnc2-c2ncc[nH]2)CC1 | -7 | . | 7
O=C(NCCc1ncn[nH]1)Nc1ccccc1C(F)(F)F | -11 | -16 | 8
COc1ccc(-c2cnc3ncnn3c2N2CCCN(S(=O)(=O)c3sc(NC(C)=O)nc3C)CC2)cc1OC | -1 | -5 | 21
COC(=O)C1=C(NC(=O)c2cccs2)CCS1 | -1 | -2 | 5
CS(=O)(=O)c1ccc(C(O)CN2CCOc3ccccc32)cc1 (centres undefined) | -1 | . | -23
CNC(=O)C1CCN(C(=O)c2cccc(NC(=O)c3cccs3)c2)CC1 | -8 | -8 | 0
Cc1ccccc1-c1nc2scc(CCNS(C)(=O)=O)n2n1 | -5 | -9 | 2
Cc1cccc(COC(CN2CCN(C(=O)C3C[C@H]3c3ccccc3)CC2)c2ccc(Cl)cc2)c1 (some centres undefined) | -7 | -6 | .
COc1cc(OC)c2c(=O)c(OC)c(-c3ccc(OC)c(OC)c3)oc2c1 | -3 | . | -5
O=C(NN=CC1SC(=Nc2ccccc2)N=C1Cl)c1ccccc1 (centres undefined) | -10 | . | 6
CN(CCO)C1=CC(=[N+]2CCOCC2)CC(C)(C)C1 | 3 | -6 | 6
C=C(C)Cn1c(SCC(=O)N/N=C\c2ccccc2OCC(=O)O)nnc1-c1ccc(Br)cc1 | 6 | . | -8
CC(C)C(NC(=O)Nc1ccnc(C(=O)N(C)C)c1)c1ccccc1 (centres undefined) | -7 | -13 | -4
CCCCCCCCCCCC(=O)N1CCN(C(=O)c2cc(-c3ccc(OC)cc3)n(-c3ccccc3Cl)c2C)CC1 | -12 | -8 | -3
C=CCN1C[C@H](COCc2ccccc2)Oc2nc(C)ccc2C1=O | -6 | -8 | -1
COc1cccc(CC2CN(c3cnccn3)CCO2)c1 (centres undefined) | -10 | . | 6
CCC(C(=O)NC1CCN(c2ccccc2C(=O)NCc2cccnc2)CC1)c1ccccc1 (centres undefined) | 0 | -4 | -2
Cc1occc1C(=O)NN=CC1C(=O)N(c2ccccc2Cl)C(=O)c2ccccc21 (centres undefined) | -6 | -3 | 6
O=C(Nc1ccccc1)NC1CC(=O)N(Cc2cccc(F)c2)C1 (centres undefined) | -6 | . | 11
CCCn1c(=O)n(CC(O)COCc2ccccc2Cl)c2ccccc21 (centres undefined) | -11 | -20 | -1
COc1ccc(OC)c(-c2cccnc2F)c1 | -4 | . | 20
COc1cccc(OCc2ccccc2)c1C(=O)NCCc1cccc(F)c1 | -7 | -4 | -8
Cc1ccc(S(=O)(=O)Nc2cccnc2N2CCSCC2)cc1 | -8 | . | 3
